Screens (PubChem BioAssay)
E coli growth = counter-screen for AddAB inhibitors: E. coli growth inhibition | E. coli V3065 growth, OD600 absorbance, 18 h | inhibition, % at 11.9 µM | 330,000 compounds, 0.27% hits;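 active = inhibition above the campaign's mean inhibition across all tested compounds plus 3 SD, cut at about 9.9% in these data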;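 note: uninfected addAB+ strain grown without phage in ampicillin broth; 0% = DMSO wells and 100% = ciprofloxacin 0.95 µg/ml wells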
phage Ecoli inh = E. coli growth loss with phage present. 360,000 compounds, 0.26% hits. inhibition, % at 11.9 µM. growth absorbance; in the data active = inhibition above about 11%
Arrestin-AP2 inh = blocks beta-arrestin peptide binding to AP2 adaptin. FITC-arrestin peptide / GST-AP2 beads, flow cytometry; AP2 beta2 appendage carries R879A mutation. inhibition, % at 10 µM. 340,000 compounds, 0.31% hits;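 active = inhibition above a set limit, near 3 SD of compounds lacking own fluorescence, cut at about 54% in these data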;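 note: plate controls were DMSO wells for no effect and 5 µM unlabelled arrestin peptide for full effect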
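System: GST-AP2 R879A glutathione beads; medium: PBS, Tween 20 0.05%, BSA 0.1%; reagent: fluorescein-tagged arrestin peptide at 50 nM final; schedule: pre-incubation 12 min, peptide binding 1 h, room temperature; detection: flow cytometry, FL1 (488/535 nm); read-out: inhibition as reduced fluorescein signal on beads, percent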
OPRM1-OPRD1 ag = OPRM1-OPRD1 heterodimerization agonism; P35372+P41143; cells, luminescence; activation, % at 9.3 µM; 340,000 compounds, 0.3% hits; in the data active = activation above about 18%;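 note: 0% = vehicle-treated cells and 100% = reference agonist; values of inactives mirror those of a sister screen read the other way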
Target sequence (P35372 whole entry, looked up): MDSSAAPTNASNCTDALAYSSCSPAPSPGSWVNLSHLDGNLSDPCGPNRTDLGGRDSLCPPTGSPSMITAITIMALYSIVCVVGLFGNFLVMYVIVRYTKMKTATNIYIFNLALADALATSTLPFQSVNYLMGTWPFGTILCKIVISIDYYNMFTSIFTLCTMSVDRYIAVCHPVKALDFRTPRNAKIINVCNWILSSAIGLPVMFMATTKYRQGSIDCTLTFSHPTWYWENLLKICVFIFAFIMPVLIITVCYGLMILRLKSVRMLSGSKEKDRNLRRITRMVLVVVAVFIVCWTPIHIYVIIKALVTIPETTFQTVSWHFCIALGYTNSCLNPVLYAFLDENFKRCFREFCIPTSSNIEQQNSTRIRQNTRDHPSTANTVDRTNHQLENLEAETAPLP
Target sequence (P41143 whole entry, looked up): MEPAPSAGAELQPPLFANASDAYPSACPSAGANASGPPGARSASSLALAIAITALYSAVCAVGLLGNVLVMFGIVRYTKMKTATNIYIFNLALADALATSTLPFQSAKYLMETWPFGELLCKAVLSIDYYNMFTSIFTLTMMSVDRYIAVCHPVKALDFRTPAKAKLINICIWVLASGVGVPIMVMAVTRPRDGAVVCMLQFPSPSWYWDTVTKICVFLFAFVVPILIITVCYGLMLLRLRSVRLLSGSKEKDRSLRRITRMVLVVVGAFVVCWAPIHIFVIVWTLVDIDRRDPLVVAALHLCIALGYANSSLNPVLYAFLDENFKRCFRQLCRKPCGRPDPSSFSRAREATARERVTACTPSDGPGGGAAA
PKA-R1A act = activates the PKA-R1A holoenzyme complex; P00514+P68181; PKA-R1A dissociation, Cy5-IP20 fluorescence polarization; scaled: DMSO 0%, 113 µM cGMP 100%; activation, % at 11.4 µM; 340,000 compounds, 0.083% hits; AID 504707;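 active = percent activation above the mean of all tested compounds plus 3 SD, cut at about 19% in these data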;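 note: higher means more PKAc released from R1A so a rise in polarization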
Tat transport = inhibitors of E. coli Tat protein transport; E. coli MC4100 TorA-mCherry Tat export, fluorescence; inhibition, % at 10 µM; 340,000 compounds, 0.036% hits;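 active = mean replicate inhibition at least 50% and at least half of replicates individually reaching 50%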;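 note: exported cargo escapes ClpAP degradation while cytoplasmic cargo is degraded and loses fluorescence; 0% = median of neutral control wells and 100% = median of NaSCN control wells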
PfHsp90 yeast 2 = growth inhibition of yeast expressing Plasmodium Hsp90; 310,000 compounds, 0.32% hits; AID 504621; inhibition, % at 9.4 µM; S. cerevisiae expressing PfHsp90, BacTiter-Glo ATP, 48 h; yeast lacking PDR1 and PDR3 efflux regulators;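 active = every replicate shows inhibition above about 80%, whatever the replicate mean, limit read from the data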;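 note: 0% = DMSO neutral controls and 100% = 20 µM radicicol positive controls; yeast relying on Plasmodium falciparum Hsp90 in place of its own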
OPRM1-OPRD1 inv = inverse agonist of human OPRM1-OPRD1 heterodimerization | AID 504357 | inhibition, % at 9.3 µM | cell-based MOR-DOR heterodimer luminescence, inverse agonism | 340,000 compounds, 0.21% hits; in the data active = inhibition above about 22%, passing the limit was not always enough;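 note: 0% = cells with DMSO and 100% = wells without cells with DMSO; values of inactives mirror those of a sister screen read the other way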
SUMO Mot1 rescue = inhibitors of SUMOylation pathway: yeast Mot1-301 growth rescue; 320,000 compounds, 1% hits; S. cerevisiae Mot1-301 growth rescue, ATP luminescence, 38.5C; percent above DMSO median, 100 means doubled; growth rescue, % at 18.8 µM;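 active = every valid replicate shows activation above 250% relative to neutral control wells; inactive = the rest, any valid replicate at or below 250%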;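 note: OY570 slx delta 5 strain wells were the positive control but not used for scaling; some compounds called inactive have numbers as strong as hits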
DSG3 Ab inh = human desmoglein-3 autoantibody binding inhibition. DSG3-coupled beads, scFv-anti-DSG3-GFP binding, flow cytometry; active compounds read low. binding (percent of control), % at 10 µM. 310,000 compounds, 0.48% hits;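 active = binding more than 3 SD below its plate's average and above zero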;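 note: hits lower antibody fragment binding to DSG3; some compounds called inactive have numbers as strong as hits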
AddAB inh = less growth of phage-infected E. coli with AddAB; E. coli expressing H. pylori AddAB, absorbance growth; inhibition, % at 11.9 µM; 330,000 compounds, 0.29% hits; AID 435030; in the data active = inhibition above about 12%;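 note: 0% = vehicle wells of infected cells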
* marks the source's active call; other numbers are inactive results; . = no result given; & = joins results of further samples.

Molecule | E coli growth | phage Ecoli inh | Arrestin-AP2 inh | OPRM1-OPRD1 ag | PKA-R1A act | Tat transport | PfHsp90 yeast 2 | OPRM1-OPRD1 inv | SUMO Mot1 rescue | DSG3 Ab inh | AddAB inh
O=C(CSc1nnc(-c2ccco2)o1)NC(=O)Cc1ccccc1 | -1.6 | 1.2 | 30 | -2.4 | 2 | 6 | -24 | 14 | 352 | 104 | -1.1
COC(=O)c1ccc2[nH]cc(CCO)c2c1 | -0.2 | -1.1 | 14 | -1.1 | 5 | -6 | -3 | 6 | -16 | 98 | -1.0
Cc1ccc(OCC(=O)Nc2ccc(S(=O)(=O)Nc3ccccn3)cc2)c(C)c1 | 0.2 | 1.9 | 3 | -0.4 | -6 | 5 | 5 | 2 | 124 | 106 | 0.0
Cc1nn(CCc2n[nH]c(=S)n2C)c(C)c1Br | -1.8 | 2.8 | 22 | -1.1 | 0 | 6 | 3 | 6 | 0 | 109 | 0.9
CCN(CC)S(=O)(=O)c1cccc(-c2n[nH]c(=S)n2Cc2ccccc2)c1 | 0.2 | 0.7 | -47 | 2.1 | -9 | 5 | -18 | -11 | -1 | 105 | 1.6
O=C(Nc1nc2ccccc2[nH]1)c1cccc(Cl)c1 | -6.7 | -2.9 | 40 | 0.8 | 2 | 8 | -20 | -4 | 6 | 117 | -3.1
N=c1c(C(=O)NC2CCCCC2)cc2c(=O)n3ccccc3nc2n1CC1CCCO1 (centres undefined) | -1.3 | -0.7 | 10 | -3.7 | -2 | 0 | -8 | 20 | -11 | 103 | 2.3
OCC[C@@H]1C[C@H](O)[C@@H](O)[C@]2(OCc3ccccc32)O1 | -0.7 | 0.8 | 4 | -2.4 | 1 | 1 | 18 | 13 | 251 | 104 | 3.2
Cc1cc(NC(=O)CSCC(=O)Nc2ccccc2N2CCCCC2)no1 | -1.3 | 1.6 | 37 | 2.3 | 3 | 1 | -29 | -15 | 49 | 97 | -0.6
COc1ccc2cc(C(=O)NCc3ccccc3CN3CCCC3)ccc2c1 | -3.9 | 1.4 | 5 | 2.4 | -6 | 2 | 9 | -10 | 4 | 110 | -1.4
O=C(CN1CCCC1c1ccc2c(c1)OCCO2)NC(=O)Nc1ccccc1 (centres undefined) | -1.2 | 2.2 | -4 | 1.1 | -12 | 7 | 4 | -4 | 28 | 109 | 0.3
O=C(CSc1ccc([N+](=O)[O-])cn1)Nc1ccc(N2CCOCC2)cc1 | 0.3 | 1.1 | -13 | 0.3 | 1 | -6 | -35 | -2 | 2 | 97 | 2.0
O=C(COC(=O)c1ccc(O)cc1)Nc1cccc(S(=O)(=O)NC2=NCCCCC2)c1 | -0.3 | -0.8 | -10 | -0.6 | -4 | 0 | -39 | 3 | -10 | 98 | 0.4
CCNC1(C#N)CCN(Cc2ccccc2)CC1 | . | 4.1 | 46 | -0.5 | -2 | 6 | -1 | 3 | . | 124 | .
Cc1cccc2sc(NC(=O)c3ccc(Cl)s3)nc12 | -0.9 | 5.3 | 3 | 2.2 | -10 | -7 | 6 | -11 | 7 | 104 | 1.6
COC(=O)c1ccc(N2CC3CNC(=O)C2(C(=O)OC)N3C)cc1 (centres undefined) | -0.5&1.0 | -0.7&0.9 | 1&-2 | -1.5&-2.2 | 6&-5 | -5&1 | 0&-12 | 9&13 | 4&-1 | 96&102 | 0.6&0.4
O=C(Cn1c(Cc2ccccc2)nc2ccccc21)NCc1ccc2c(c1)OCO2 | -0.2 | 2.8 | -5 | . | -17 | -1 | 10 | . | -4 | 99 | 0.0
O=C(COc1ccc(Cl)cc1)NCCN1CCCCC1 | -0.1 | 5.5 | 8 | -1.9 | -3 | 8 | 20 | 10 | . | 111 | 1.4
CC1CN(c2nc3c(c(=O)n(C)c(=O)n3C)n2Cc2c(F)cccc2Cl)CC(C)O1 (centres undefined) | 1.5 | 2.7 | -5 | -1.4 | -9 | -6 | 10 | 7 | -19 | 102 | 0.3
C=CC[C@@H](Cc1ccc(F)cc1)C(=O)OC[C@@H]1CCCN1C(=O)[C@@H](CC=C)CC(=O)N[C@H](CO)Cc1ccccc1 | -1.8 | 2.5 | -6 | -0.2 | -4 | 5 | -15 | 1 | 43 | 101 | 0.6
COC(=O)[C@@H](NC(=O)N1CCC(C)CC1)C(C)C | 0.8 | 1.3 | -11 | -3.3 | -17 | 7 | 10 | 17 | -6 | . | 0.5
Cc1ccc(-c2cc(C(=O)Nc3nccs3)c3ccccc3n2)c(C)c1 | 1.7 | 0.9 | 0 | 4.9 | -6 | -1 | 6 | -26 | -5 | 100 | 1.9
COc1cc(OC)cc(C(=O)Nc2ccc([N+](=O)[O-])cn2)c1 | 1.0 | 1.1 | -7 | 7.6 | -4 | 4 | -6 | -34 | -5 | 97 | 1.0
CCCN1C2CCCC1CC(NC(=O)c1ccc(C(C)(C)C)cc1)C2 (centres undefined) | . | 1.0 | 34 | -0.9 | -7 | 9 | -6 | 4 | -7 | 102 | .
COc1cc2c3c(c1)C(C)CC(C)(C)N3C(=O)C2=O (centres undefined) | -0.8 | -4.8 | -4 | -3.5 | -7 | -5 | 9 | 17 | 21 | 118 | 3.4
CCOC(=O)C1CCCN(c2nc3ccccc3nc2C(C#N)C(=O)OC(C)C)C1 (centres undefined) | -1.9 | 2.0 | 11 | 1.7 | -4 | 15 | -8 | -9 | -11 | 98 | 1.1
CCN(CC)CCCN(Cc1cc2cc(OC)c(OC)cc2[nH]c1=O)C(=O)Nc1ccccc1 | -0.5 | 3.0 | -8 | -0.4 | 0 | 2 | . | 2 | -12 | 112 | 0.6
CCCn1c(SCC(=O)Nc2cc(C)on2)n[nH]c1=O | 1.1 | 3.1 | -9 | -2.0 | 3 | -8 | 4 | 8 | -5 | . | 3.8
NC1=NC(=O)C2(COC(c3cccc([N+](=O)[O-])c3)OC2)S1 (centres undefined) | 1.4 | 4.5 | 1 | 1.5 | -1 | 7 | -10 | -11 | 0 | 105 | -0.2
COc1ccc(-c2nc(N)nc(C(F)(F)F)c2-c2ccccc2OC)c(O)c1 | 0.8 | 2.5 | -7 | 5.8 | 11 | -4 | 6 | -28 | 7 | 103 | -2.0
CCOC(=O)c1ccc(S(=O)(=O)NNC(=O)COc2cccc(C)c2)cc1 | 1.2 | 2.8 | 22 | -1.0 | 4 | -4 | -14 | 5 | 3 | 108 | 0.3
CC(=O)c1ccc(NC(=O)COc2ccc3c(c2)OCO3)cc1 | -1.0 | 4.7 | 26 | -1.6 | 0 | -12 | 16 | 8 | -9 | 101 | 3.2
COc1ccc(NC(=O)COc2ccc(C(=O)OCC(=O)N(C(C)C)C(C)C)cc2OC)cc1 | -0.2 | 3.4 | 9 | 2.3 | 6 | -11 | -18 | -12 | -7 | 110 | 2.2
COc1ccccc1NC(=O)Nc1nc(CC(=O)NCc2cccnc2)cs1 | -0.2 | 2.6 | 1 | -2.5 | 4 | -1 | 8 | 13 | -26 | 110 | 2.3
CCOc1cc(N2C(=O)CC3CS(=O)(=O)CC32)c(OCC)cc1NC(=O)c1ccccc1 (centres undefined) | 0.7 | 0.8 | 32 | -2.0 | -8 | 3 | 10 | 12 | 744 | 97 | 0.3
CC(=O)c1ccc(NC(=O)CSc2nnc(Cc3cccn3C)n2-c2ccc(F)cc2)cc1 | -2.7 | 2.7 | 11 | -1.1 | 1 | -6 | 9 | 5 | 1 | 105 | 1.8
O=C(Nc1cc(Cl)ccc1O)c1cc(-c2ccco2)on1 | 1.6 | 0.4 | -1 | 7.3 | 4 | 0 | -3 | -39 | 17 | 99 | 1.7
COc1cc(OC)cc(-c2c(C#Cc3ccsc3)c3cc(-c4ccc(OC)c(F)c4)ccc3n2C)c1 | -0.7 | 1.8 | -2 | -0.8 | 9 | 0 | 26 | 5 | 3 | 100 | 0.1
COc1ccc(CN2CCN(C(=O)c3ccc(S(=O)(=O)NCc4ccco4)cc3)CC2)cc1 | . | 1.8 | 27 | 1.4 | -2 | -10 | 15 | -10 | . | 99 | .
CCN1CCN(CC(O)COc2ccc(Cl)cc2)CC1 (centres undefined) | 2.2 | 1.4 | -4 | -2.5 | -9 | 14 | . | 11 | 9 | 101 | 3.3
Clc1ccc(-c2nc(Cc3ccccc3Cl)no2)cc1 | -1.6 | 0.2 | 7 | 3.1 | -5 | 2 | 0 | -18 | 5 | 104 | 4.3
COc1ccc(NC(=O)/C(C#N)=C/c2ccc(Sc3nncn3C)c([N+](=O)[O-])c2)cc1 | 1.0 | 4.3 | -22 | 2.0 | -8 | 4 | -5 | -10 | -18 | 99 | 2.7
CCOC(=O)c1c(NC(=S)NCCc2ccccc2)sc2c1CC(C(C)C)OC2 (centres undefined) | -2.6 | 0.1 | 4 | -0.7 | 5 | 3 | -6 | 4 | -12 | 99 | 0.4
O=C(NCCN1C(=O)S/C(=C\c2cccnc2)C1=O)c1cccc(OC(F)F)c1 | -2.2 | 3.4 | -4 | -3.0 | -2 | -2 | -6 | 15 | 3 | 95 | 1.9
COc1ccc(N(CC(=O)NCCc2ccccc2)C(=O)CCC(=O)Nc2nccs2)cc1 | 0.3 | 1.1 | 24 | 0.3 | 0 | -9 | 7 | -2 | -15 | . | 0.8
COC(=O)c1nc(N)sc1-c1ccc(OC)cc1 | 0.0 | 2.0 | 6 | -1.0 | 1 | 0 | -14 | 6 | -6 | 96 | 0.5
Cc1cccc(N2CCN(C(=O)c3cnn4c(C(F)F)cc(-c5ccccc5)nc34)CC2)c1C | -1.2 | 3.6 | -2 | -3.5 | 3 | -4 | -65 | 19 | . | 97 | 0.9
O=C(NCCCc1ccccc1)c1cccc([N+](=O)[O-])c1 | -0.6 | 5.5 | 3 | 0.3 | -8 | -5 | 21 | -1 | -4 | 89 | 1.6
CCCCOc1ccc2c(c1)C(=O)c1cc(O)ccc1-2 | 0.7 | 3.1 | 21 | 3.2 | -6 | 36 | 7 | -17 | 83 | 101 | 2.6
CN1C=CC=C/C1=C1\SC(=S)N(Cc2ccccc2)C1=O | -0.3 | 2.4 | 8 | -2.0 | -3 | -3 | 9 | 12 | -7 | 99 | 3.1
CCOc1ccc(NC(=O)CN2C(=O)CSc3ccc(S(=O)(=O)N4CCCC4)cc32)cc1 | 1.5 | -0.5 | 0 | -3.2 | -6 | -4 | -23 | 17 | 21 | 99 | 2.4
